# High-throughput results: PubChem BioAssay, several laboratories
# Mtb UGM inh – blocks M. tuberculosis UGM enzyme. AID 504406. P9WIQ1. inhibition, % at 10 µM. purified UGM, fluorescence polarization probe displacement. 320,000 tested, 0.06% active; in the data active means inhibition above about 10%, passing the limit was not always enough
# Target sequence (P9WIQ1 whole entry, looked up): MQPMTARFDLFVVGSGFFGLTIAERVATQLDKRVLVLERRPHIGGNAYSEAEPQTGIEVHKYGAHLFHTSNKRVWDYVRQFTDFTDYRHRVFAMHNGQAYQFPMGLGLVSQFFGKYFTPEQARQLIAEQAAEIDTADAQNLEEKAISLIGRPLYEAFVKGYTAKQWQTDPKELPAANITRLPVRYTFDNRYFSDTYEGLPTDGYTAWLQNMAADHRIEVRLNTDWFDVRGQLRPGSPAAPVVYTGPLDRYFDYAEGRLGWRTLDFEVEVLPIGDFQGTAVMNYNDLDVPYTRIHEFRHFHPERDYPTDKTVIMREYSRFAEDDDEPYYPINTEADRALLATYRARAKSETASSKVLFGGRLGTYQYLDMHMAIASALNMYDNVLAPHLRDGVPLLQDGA
# FadD28 FP inh – M. tuberculosis FadD28 bisubstrate binding inhibition | FadD28 bisubstrate probe binding, fluorescence polarization | inhibition, % at 12.5 µM | 360,000 tested, 0.22% active; in the data active means inhibition above about 8.5%, passing the limit was not always enough
# Y pestis TopoI – inhibitors of Yersinia pestis topoisomerase I. Y. pestis Topo-I cleavage product accumulation, plate reader. activity, % at 10 µM. 360,000 tested, 0.064% active. AID 504884; in the data active means activity above about 50%, passing the limit was not always enough; further: inactives centre near 2
# Mtb FBA inh – inhibitors of M. tuberculosis fructose-bisphosphate aldolase | P9WQA3 | purified M. tuberculosis FBA, fluorescence read-out | inhibition, % at 1 µM | 360,000 tested, 2.3% active | AID 588726; in the data active means inhibition above about 27%;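 further: 0% = vehicle and 100% = reference inhibitor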
# Target sequence (P9WQA3 whole entry, looked up): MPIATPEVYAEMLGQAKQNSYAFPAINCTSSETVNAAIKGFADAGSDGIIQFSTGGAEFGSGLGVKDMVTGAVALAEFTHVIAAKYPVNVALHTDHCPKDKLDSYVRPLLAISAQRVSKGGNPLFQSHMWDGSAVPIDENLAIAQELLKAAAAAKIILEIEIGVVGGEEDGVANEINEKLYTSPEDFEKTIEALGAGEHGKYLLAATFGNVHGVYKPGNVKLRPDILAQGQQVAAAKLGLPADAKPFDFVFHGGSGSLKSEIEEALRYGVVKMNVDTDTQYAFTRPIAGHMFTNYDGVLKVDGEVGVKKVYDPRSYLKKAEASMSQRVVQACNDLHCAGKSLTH
# BH1578 lux ind – inducers of Vibrio cholerae quorum light production without autoinducers. activation, % at 18.7 µM. AID 588436. V. cholerae BH1578 lux reporter, luminescence, 6 h. 350,000 tested, 0.16% active; in the data active means activation mostly above about 9.7%, no sharp cut-off; further: not every result past the cut was called active; inactives centre near 0; reference of the scale not given here
# GDH-TPI counter – GDH-TPI coupled enzyme inhibition counter-screen; inhibition, % at 4.8 µM; 360,000 tested, 1.2% active; GDH-TPI coupled enzyme counterscreen, NADH absorbance; AID 588335; in the data active means inhibition above about 30%;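 further: 0% = DMSO wells and 100% = wells lacking the enzyme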
# PfHsp40 rescue – rescue of PfHsp40-mediated yeast toxicity; S. cerevisiae expressing PfHsp40, growth rescue, ATP luminescence; 340,000 tested, 0.68% active; growth rescue, % at 12.5 µM; in the data active means growth rescue above about 28%, passing the limit was not always enough;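 further: yeast W303a lacking pdr1 and pdr3 grown in galactose medium; growth measured after three days at 30 °C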
# TcdB inh – inhibitors of Clostridioides difficile toxin B glycohydrolase. P18177. TcdB glycohydrolase enzymatic assay, plate reader. inhibition, % at 9.99 µM. 350,000 tested, 0.24% active; in the data active means inhibition above about 10%
# BioA inh – blocks M. tuberculosis BioA enzyme activity. purified M. tuberculosis BioA enzyme, plate reader. inhibition, % at 9.99 µM. 360,000 tested, 0.096% active; in the data active means inhibition above about 40%
# * hit, by the source's call; i = inactive; · = no result given. Rows are unselected, and some 4.6% of all compounds hit somewhere here.
# The line under a structure holds: Mtb UGM inh	FadD28 FP inh	Y pestis TopoI	Mtb FBA inh	BH1578 lux ind	GDH-TPI counter	PfHsp40 rescue	TcdB inh	BioA inh
> CCOC1=C2[C@@H](CN(S(=O)(=O)c3ccc(C)cc3)[C@H]2c2cccc3ccccc23)[C@H]2C(=O)N(c3ccccc3)C(=O)[C@H]2C1
    ·	0.0	·	0	·	·	·	-0.8	-1.8
> CCN1CCN(C(=O)c2cc(COc3ccc4ncccc4c3)on2)CC1
    1.9	-1.8	1	2	i	1	-1.5	2.4	·
> COc1ccc(C(=O)O)c(O)c1
    2.5	-3.4	2	3	-0.4	-4	-1.0	-0.9	-0.5
> O=C(NCCCn1ccnc1)c1ccc(OCC(F)(F)F)cc1
    1.8	0.3	1	-2	i	10	0.8	2.4	-2.2
> O=C(CN1CCC(NC(=O)Cc2ccccc2)CC1)Nc1ccccc1Br
    1.8	-0.9	11	2	0.8	-6	0.4	2.0	·
> O=C(NCc1ccc(Cl)cc1)c1ccc(N2CCCC2=O)cc1
    1.6	-1.1	0	3	0.7	-4	3.9	2.0	1.7
> CC(C)c1ncc(C(O)c2cccc3ccccc23)n1C (configuration not stated)
    0.2	-4.3	2	-3	i	6	-0.5	·	-0.9
> O=C(Nc1ncnc2sc3c(c12)CCC3)c1ccco1
    -1.4	-0.1	1	1	i	20	-1.2	-0.1	·
> CN(C)C(=O)c1cc(C(=O)c2ccc(Cl)cc2Cl)c[nH]1
    2.2	-2.7	-4	1	-0.3	3	-2.8	8.4	0.7
> COc1ccc(CN2C(=O)C(CC(=O)NCc3cccs3)CC(C(=O)N(C)C)=C2C)cc1 (configuration not stated)
    ·	-3.1	-4	2	1.0	0	·	1.8	0.8
> CCCCNC(=O)N1CCN(c2ccnc3cc(Cl)ccc23)CC1
    -3.2	-0.9	11	-1	-0.3	3	0.8	1.5	6.1
> CN1CCN(c2nc3c(c(=O)n(C)c(=O)n3C)n2Cc2ccccc2F)CC1
    1.9	1.0	6	1	-0.9	11	-0.1	-0.2	-1.4
> COc1ccc(NS(=O)(=O)c2cc(NC(=O)c3cncc(Br)c3)ccc2OC)cc1
    -3.6	-2.8	-9	2	i	-7	3.0	2.2	0.6
> CC1(C)CC(=O)C(N=Nc2ccc3ncsc3c2)=C(O)C1
    2.5	-4.4	-3	-19	0.4	7	1.5	·	0.1
> CCCCOC(=O)Nc1nnc(CCc2ccccc2)s1
    1.1	-3.2	22	6	i	-1	-1.2	·	-0.2
> CCCCN(C(=O)c1ccc(-n2nc(C)cc2C)cc1)c1c(N)n(CCC)c(=O)[nH]c1=O
    ·	-0.6	2	1	-1.2	2	0.8	3.2	-1.3
> O=C(O)C[C@H]1c2cc(C(F)(F)F)ccc2S(=O)(=O)N1C1CCCC1
    1.3	-1.5	1	5	i	3	-1.5	-3.7	0.0
> S=C(NC1CC1)N1CCN(C(=S)NC2CC2)CC1
    -1.0	-4.2	1	-1	i	-4	16	0.9	-0.1
> CC(=O)NCCNC(=O)CCNC(=O)c1ccc(Cl)cc1
    0.0	-0.8	-3	1	0.2	-3	1.1	-0.3	-3.0
> Cc1nnc(SCc2cc(=O)[nH]c(/N=C(\N)Nc3ccccc3Sc3ccccc3)n2)s1
    0.5	-5.2	2	-7	i	0	-1.3	0.5	·
> CNC(=S)Nc1cc(S(=O)(=O)Nc2cc(Cl)ccc2Cl)ccc1N1CCCC1
    0.0	-2.6	-11	-1	i	-11	0.0	0.3	-0.5
> CNC(=S)NNC(=O)c1sc2cc(C(F)(F)F)cnc2c1-c1cccnc1
    1.5	-0.9	15	26	-0.7	15	·	2.3	·
> O=C(Nc1cccc(S(=O)(=O)N2CCCC2)c1)c1ccc2c(c1)OCO2
    3.5	-3.2	4	-2	-0.3	0	0.9	0.6	·
> CCc1ccccc1N(CC(=O)NC1CCCC1)C(=O)CNC(=O)c1cccs1
    0.1	·	11	2	-0.3	2	-0.5	-0.6	-0.6
> Cc1cccc(NC(=O)N(Cc2cc3cc(C)cc(C)c3[nH]c2=O)CC2COCCO2)c1 (configuration not stated)
    2.8	-2.1	12	4	-0.4	9	1.1	·	1.5
> S=C1NCCNC(=S)NCCOCCN1
    -0.1	1.4	16	2	i	1	0.2	0.2	·
> CCOC(=O)c1sc(NC(=O)CN2CCN(c3ccccc3)CC2)nc1C
    -1.9	-1.6	-23	1	-0.4	5	-1.0	0.7	1.4
> O=[N+]([O-])c1cccc(CN2[C@@H](Cc3ccccc3)COCCS2(=O)=O)c1
    0.1	0.9	9	2	1.3	6	11	·	-0.7
> CC(=O)NC1(c2nnnn2CCOC(=O)Nc2ccc(Cl)cc2)CCCC1
    -1.4	-3.2	3	4	0.4	-2	0.3	-1.3	·
> Cc1ccc(NC(=O)C(Nc2cccc(C)c2)c2ccccc2)cc1 (configuration not stated)
    3.8	-1.0	9	0	-0.3	6	6.9	·	·
> COc1ccc2c(c1)c(CC(=O)Nc1ccc(C(C)=O)cc1)c(C)n2C(=O)c1ccc(Cl)cc1
    2.0	-2.7	22	-2	-0.2	5	-1.6	0.4	·
> Cc1cccc(N2CCN(C(=S)Nc3ccc4nc(N5CCN(C)CC5)cc(C)c4c3)CC2)c1C
    ·	-2.5	-4	9	-0.6	-5	1.4	-0.2	-0.9
> CC(c1ccccc1)c1nnc(NC(=O)c2ccc3c(c2)OCO3)s1 (configuration not stated)
    -0.9	-2.7	4	3	-0.5	-1	-0.3	0.8	·
> CCOP(=O)(c1ccccc1)c1nc(-c2ccccc2Cl)oc1N1CCCCC1 (configuration not stated)
    0.6	0.4	33	7	-7.1	16	-1.6	·	·
> Cc1cccc(-c2cc(NC=O)c3ncc(-c4cccc(C(=O)N(C)C)c4)n3c2)c1
    ·	-5.5	14	-1	i	4	·	-0.1	12
> CCOc1cccc(-c2nn(-c3ccccc3)cc2/C=C(/C#N)C(=O)NCCCn2ccnc2)c1
    -0.7	-2.5	-5	4	-0.6	15	-0.9	·	·
> CC1CCN(C(=O)CN2C(=O)NC3(CCCc4ccccc43)C2=O)CC1 (configuration not stated)
    ·	-0.9	-6	4	-1.4	6	0.3	1.4	-0.6
> CN1CCc2c(sc(NC(=O)c3cc(Cl)sc3Cl)c2C(N)=O)C1
    1.1	-2.3	-5	-2	-0.2	19	·	2.4	-1.5
> Cc1cc(NC(=O)CSc2nccn2C)n(-c2ccccc2)n1
    -1.5	-1.1	1	6	-1.1	9	0.3	1.0	·
> Cc1ccc(NC(=O)CN(c2ccccc2F)S(C)(=O)=O)cc1
    -3.2	-3.4	-4	0	-0.4	0	-0.4	2.9	-0.9
> COc1cc(C(=O)Nc2ccc(NC(=O)C3CC3)nc2)cc(OC)c1OC
    1.4	-1.2	-4	-1	i	7	1.1	·	-0.6
> COc1cc(Cl)ccc1OCc1cc(C(=O)NCC(C)(C)N2CCOCC2)no1
    ·	-1.5	18	0	-0.5	6	-1.2	1.4	-0.5
> N/C(CS(=O)(=O)c1ccccc1)=N\OC(=O)c1ccc(F)cc1
    3.6	-1.6	1	-3	-0.5	-2	-0.1	3.0	-0.5
> Cc1ccc(-n2c(O)c(C=NC3CCS(=O)(=O)C3)c3ccccc3c2=O)cc1C (configuration not stated)
    -0.7	-4.6	1	0	i	14	-0.5	0.9	0.9
> COC(=O)c1c(NC(=O)CN2CCCC(C)C2)c2c(C)cccc2n1C (configuration not stated)
    -1.4	-0.3	27	0	i	2	-0.8	·	0.1
> CCc1nc2c(OCc3ccc(Cl)cc3)cccn2c1N(C)C(=O)C1CC1
    ·	-2.5	26	-1	i	12	·	1.1	4.1
> COc1cc(-c2nnc3sc(-c4ccco4)nn23)cc(OC)c1OC
    3.5	-0.4	-3	-1	1.2	6	-0.1	-1.7	-2.4
> CCOc1ccc(Nc2nc3ccccc3c(=O)s2)cc1
    -0.2	-1.3	-3	2	-0.8	13	0.4	0.7	-0.4
> CCOC(=O)C1(C)C=C(Nc2ccc(NC(C)=O)cc2)C(=O)N1c1ccc(NC(C)=O)cc1 (configuration not stated)
    0.2	-2.7	-4	0	-0.3	12	-1.3	1.1	·
> O=C(CCl)NN=C(c1ccccc1)c1ccccc1
    1.5	-1.3	19	-1	i	-1	-1.2	1.1	-0.3
> Cc1cccc2cc(COC(=O)COc3ccccc3)c(=O)[nH]c12
    0.0	-3.3	3	0	-0.1	9	-0.6	·	-0.6
> O=C(O)c1c2c(nc3ccccc13)-c1ccccc1CC2
    3.9	-1.5	4	13	1.5	21	-1.0	-1.0	·
> Cc1ccc(C(=O)Nc2ccccc2C(=O)NC(Cc2ccccc2)C(=O)O)cc1 (configuration not stated)
    -0.7	-4.7	11	1	i	-3	0.8	0.8	-0.8
> O=C(NC(=S)Nc1ccc(S(=O)(=O)Nc2ncccn2)cc1)c1ccc(Br)cc1
    0.4	-0.7	5	2	-0.2	5	-0.9	0.4	·
> Cc1nn(C)c(C)c1C1C(C#N)=C(N)Oc2n[nH]c(C)c21 (configuration not stated)
    2.0	-2.5	-4	-1	2.4	-4	0.5	·	-2.0
> O=C(NC1CCCCCCC1)c1cccs1
    1.9	0.1	-6	2	-0.3	9	-0.4	1.6	-2.8
> COc1ccc(S(=O)(=O)N2CCC3(CC2)CC(=O)c2ccccc2O3)cc1OC
    -0.4	-1.1	-2	5	i	6	·	0.8	·
> c1ccc(Oc2ccc(-c3ccnc4nc(N5CCN(c6ccccc6)CC5)nn34)cc2)cc1
    3.4	-5.0	14	0	·	13	0.7	·	-0.5
> CCCOC(=O)c1c(NC(=O)/C=C/c2cnn(C)c2C)sc(C(=O)OC)c1C
    0.7	-3.3	8	0	-0.6	3	-0.3	1.2	0.3
> CCN(CC(=O)NCc1ccc(F)cc1)C(=O)COc1ccc2ccccc2c1
    0.7	-3.0	6	1	-0.2	-1	-0.3	·	-0.9

# (cont.)
# The line under a structure holds: Mtb UGM inh	FadD28 FP inh	Y pestis TopoI	Mtb FBA inh	BH1578 lux ind	GDH-TPI counter	PfHsp40 rescue	TcdB inh	BioA inh
> CNC(=O)c1[nH]cnc1C(=O)Nc1ccc(F)cc1
    1.3	-2.7	2	1	i	6	0.6	2.8	-1.8
> Cc1cccc(-n2c(SCC(=O)NCc3ccco3)nnc2-c2ccco2)c1
    3.2	-2.7	7	3	i	10	-1.9	·	·
> N#Cc1c(NC(=O)c2ccc(-c3ccccc3[N+](=O)[O-])o2)sc2c1CCCC2
    1.5	-0.9	-5	-10	4.5	32*	-0.6	·	-0.6
> CSc1nc2cc(Cl)ccc2s1
    0.4	-5.1	2	-1	-0.2	5	0.9	·	·
> CC(C)CNc1cc(Cl)c(S(=O)(=O)NCC(C)C)cc1C(=O)O
    9.8	-6.0	5	-2	-1.0	15	0.5	·	0.8
> COc1ccc(CNC(=O)C2(C)Cc3c(-c4ccc(C(N)=O)cc4)ccnc3O2)cc1OC (configuration not stated)
    ·	-2.1	-4	8	-0.8	15	·	1.2	17
> CN(C)c1ccc(-c2csc(C(O)c3ccc(F)c(F)c3)n2)cc1 (configuration not stated)
    ·	-0.6	-12	1	-0.6	3	·	0.9	0.5
> O=C(NCc1ccccc1)C(Cc1ccccc1)N1C(=O)C2C3CCC(C3)C2C1=O (configuration not stated)
    -1.0	-7.0	9	-1	i	-8	2.3	·	0.0
> CC(=O)Nc1ccc(Nc2c3ccccc3nc3ccccc23)cc1
    3.2	-2.5	-38	-1	-0.2	7	2.1	1.2	·
> C=CCNC(=O)C1CC2Cn3c(nc4cc(Cl)c(Cl)cc43)C2N1C (configuration not stated)
    -0.3	-4.7	3	-2	-0.4	0	-0.4	0.0	-0.8
